GALK inh: galactokinase (human) inhibition; Potency, µM (top dose mostly 57.5 µM), for the others: at the highest dose activity change, negative = inhibition, usual class: inhibitors; hit rate 0.007% among 270,000; P51570; AID 1868; Purified GALK, Kinase-Glo residual ATP luminescence; also: potency is read from the fitted curve at half-maximal effect; % is scaled to controls: 0 for no effect and ±100 for the full control effect
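Human GALK (5 nM) with 35 uM ATP and 100 uM galactose in 20 mM HEPES pH 8.0, 5 mM MgCl2, 60 mM NaCl, 1 mM DTT, 0.01% BSA. After 1 h at room temperature, leftover ATP was read by Kinase-Glo Plus luminescence.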
B2AR arrestin: beta2AR (human) beta-arrestin recruitment activity; P07550; beta-arrestin recruitment to beta2AR, cell-based reporter; Potency, µM (highest dose often 46.1 µM), inactives show at the highest dose activation, usual class: activators; hit rate 0.02% among 330,000;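 also: potency is read from the fitted curve at half-maximal effect; 0% = DMSO controls and full agonism = EC100 isoproterenol or metaproterenol; nearly all actives have a fitted effect of over 65% in size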
USP2a block: blocks human ubiquitin-specific protease USP2a; hit rate 0.01% among 330,000; AID 463254; USP2 core, Ub-CHOP2 coupled fluorogenic reporter, 485/531; Potency, µM (titrated, usually from 38.3 µM), inactives show top-dose activity change, negative = inhibition, actives largely listed as inhibitors;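 also: potency is read from the fitted curve at half-maximal effect; plate controls were DMSO wells for no effect and full inhibition by NEM control for full effect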
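Deubiquitinase activity read as fluorescence (485/531 nm) after Ub-CHOP2 cleavage activates the enterokinase reporter on its substrate; USP2 core 10nM, Ub-CHOP2 and substrate 25nM each, 30min compound preincubation then 60min RT; data normalized to NEM, curves fitted.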
Menin-MLL TR inh: inhibitors of human menin-MLL interaction, mutant MLL peptide; O00255; Menin + Texas Red MLL mutant peptide, fluorescence polarization; Potency, µM (highest dose often 61.6 µM), for the others: at the top dose FP activity change, negative = inhibition, most hits filed as inhibitors; hit rate 0.23% among 270,000; AID 1768; active = well fitted inhibition curve with a large enough effect in the polarisation, with a control signal flat, not every such curve was filed as active; inconclusive = small, poorly fitted or top-dose-only effect, or effect the other way, or a change in a side signal; inactive = no such curve, though single readings can be large or run the other way; the % refers to the polarisation; also: potency is read from the fitted curve at half-maximal effect; % of control where 0% means no effect; many of its hits are not listed in these tables
Coupling enz: coupling enzyme interference in Giardia aldolase counter-screen; coupling enzyme system counterscreen, AmpLite Red fluorescence; activity change, negative = inhibition, % at 58.2 µM, hits read low; hit rate 0.67% among 290,000; in the data active = activity change below about -30%; also: % is scaled to controls: 0 for no effect and ±100 for the full control effect
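First, compound is pin-transferred into glyceraldehyde-3-phosphate coupling-enzyme reagent at 57.5 uM final and held 10 min at RT. Next, substrate, coupling system and AmpLite Red are added. After 20 min RT, fluorescence (525/598 nm) is read.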
TRPV1 ag: activates the human vanilloid receptor TRPV1. Q8NER1. TRPV1-expressing cells, Fluo-8 calcium influx, agonist mode. activation, % at 8.33 µM. hit rate 0.19% among 320,000. AID 540275; in the data active = activation above about 80%; inconclusive = between about 30% and that limit; also: 0% is about no effect
Target sequence (Q8NER1 whole entry, looked up): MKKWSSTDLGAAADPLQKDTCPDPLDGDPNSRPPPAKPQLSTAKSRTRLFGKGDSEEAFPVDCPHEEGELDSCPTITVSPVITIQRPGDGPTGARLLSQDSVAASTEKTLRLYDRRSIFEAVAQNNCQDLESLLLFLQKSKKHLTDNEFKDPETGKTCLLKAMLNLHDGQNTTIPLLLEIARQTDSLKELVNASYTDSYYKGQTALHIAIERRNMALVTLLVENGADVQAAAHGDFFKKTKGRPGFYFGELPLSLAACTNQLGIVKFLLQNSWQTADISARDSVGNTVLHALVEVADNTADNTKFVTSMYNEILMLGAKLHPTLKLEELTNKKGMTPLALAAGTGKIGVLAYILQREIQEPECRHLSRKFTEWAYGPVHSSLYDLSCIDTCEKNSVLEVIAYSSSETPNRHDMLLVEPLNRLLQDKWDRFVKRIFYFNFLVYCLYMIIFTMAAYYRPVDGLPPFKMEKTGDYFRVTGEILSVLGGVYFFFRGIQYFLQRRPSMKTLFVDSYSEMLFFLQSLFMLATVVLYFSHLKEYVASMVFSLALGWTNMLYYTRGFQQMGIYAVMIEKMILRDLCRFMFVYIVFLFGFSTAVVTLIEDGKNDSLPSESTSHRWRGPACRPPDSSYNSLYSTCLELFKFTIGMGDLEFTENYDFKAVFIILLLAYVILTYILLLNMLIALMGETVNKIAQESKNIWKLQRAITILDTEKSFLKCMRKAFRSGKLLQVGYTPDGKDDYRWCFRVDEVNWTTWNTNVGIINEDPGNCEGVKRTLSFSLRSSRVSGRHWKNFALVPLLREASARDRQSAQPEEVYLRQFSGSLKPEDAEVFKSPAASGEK
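Cells expressing TRPV1 were dye-loaded with Fluo-8 and read kinetically: 10 s baseline, 3 min after compound (agonist portion), then 2 min after EC20 capsaicin (allosteric enhancer portion). Calcium-bound dye fluorescence at 480/520 nm.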
KCNH2 3.1 block: KCNH2 3.1 (human) potassium channel inhibition; hit rate 0.95% among 340,000; AID 720553; U2OS KCNH2 3.1, thallium flux FluxOr; active compounds read low; activity change, % (tested at about 1.8 µM);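 active = maximum activity change below -70%; inconclusive = maximum activity change from -70% to -50%; inactive = maximum activity change above -50%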;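 also: thallium influx rate constant from kinetic fluorescence after stimulation buffer; % is scaled to controls: 0 for no effect and ±100 for the full control effect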
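Virally transduced U2OS (3.1 isoform, 4 h infection in dark at RT) → overnight 37 C → FluxOr + Red40 in HBSS/HEPES, 45 min → stimulation buffer, 2 min kinetic read → rate constant vs DMSO controls.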
PKM2 act: increases activity of human pyruvate kinase M2 | P14618 | purified PKM2, Kinase-Glo ATP luminescence, activation; response scale: 0% is enzyme alone, no compound | Potency, µM (titrated, usually from 57.5 µM), without a hit: at the highest dose activation, most hits filed as activators | hit rate 0.34% among 260,000; also: potency is read from the fitted curve at half-maximal effect; % is scaled to controls: 0 for no effect and ±100 for the full control effect; nearly all actives have a fitted effect of over 55% in size
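ATP formation by purified human PK-M2, quantified via coupled luciferase luminescence after 1 h at room temperature with 0.1 mM ADP and 0.5 mM PEP final.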
MLL CXXC-DNA inh: MLL CXXC-DNA interaction inhibition; MLL-CXXC / FITC-HOXA9 DNA fluorescence polarization; Potency, µM (doses to about 115 µM), for the others: at the top dose activity change, negative = inhibition, most hits filed as inhibitors; hit rate 0.037% among 290,000; active = well fitted inhibition curve with a large enough effect in the polarisation, with a control signal flat, not every such curve was filed as active; inconclusive = small, poorly fitted or top-dose-only effect, or effect the other way, or a change in a side signal; inactive = no such curve, though single readings can be large or run the other way; the % refers to the polarisation; also: potency is read from the fitted curve at half-maximal effect
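Fluorescence polarization: 7 uM MLL-CXXC (stock) preincubated 5 min with compounds, then 50 nM fluorescein-HOX-A9 DNA (stock) added; 30 min ambient. Buffer 50 mM Tris-HCl pH 7.5, 50 mM NaCl, 1 mM DTT, 0.05% BSA.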
Giardia kill: Giardia lamblia killing. Giardia lamblia trophozoite viability. activity change, % at 7.66 µM, hits read low. hit rate 0.15% among 340,000; in the data active = activity change below about -80%; inconclusive = between about -30% and that limit;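 also: parasites exposed to compound for two days anaerobically before the ATP read; % is scaled to controls: 0 for no effect and ±100 for the full control effect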
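Luminescent ATP signal served as the viability read-out, measured 15-30 min after adding ATP detection reagent to trophozoites that had been incubated with compounds for 48 hrs at 37 deg C anaerobically at 100 cells/well.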
KCNH2 WT inh: inhibitors of human wildtype KCNH2 potassium channel; U2OS, BacMam KCNH2, thallium flux FluxOr; active compounds read low; AID 720551; activity change, % at 1.84 µM; hit rate 0.37% among 340,000; Q12809;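 active = maximum activity change below -70%; inconclusive = maximum activity change between -70% and -50%; inactive = maximum activity change above -50%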; also: % is scaled to controls: 0 for no effect and ±100 for the full control effect
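U2OS cells transduced with wild-type KCNH2 virus are loaded with FluxOr dye for 45 min, and thallium flux is measured in kinetic reads before and after stimulation buffer. Rate constants are normalized to DMSO controls.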
* hit, by the source's call; i = inactive; ? = inconclusive; · = not tested or not shown; [ ] = another dose, or the depositor's remark. Unless noted, calls follow the shape of the dose curve; as a rule, active = well fitted curve in the direction sought with a large enough effect; inconclusive = small, poorly fitted or top-dose-only effect, or another doubt; inactive = no such curve, though single readings can be large; an effect the other way counts as inactive or inconclusive.

SMILES	GALK inh	B2AR arrestin	USP2a block	Menin-MLL TR inh	Coupling enz	TRPV1 ag	KCNH2 3.1 block	PKM2 act	MLL CXXC-DNA inh	Giardia kill	KCNH2 WT inh
COc1ccc(-n2nnnc2SCc2nc3ccccc3s2)cc1	1%	-0.7%	?	4%	1	?	7	-14%	-10%	6	-4
COc1ccc(C(=O)NC2=Nc3ccccc3N=C(C)C2c2ccccc2)cc1 (stereo not given)	-1%	-1.1%	0%	·	1	?	2	-2%	8%	2	-3
CC(C)(C)NC(=O)CN(C(=O)c1ccc(CN2CCOCC2)o1)c1ccc2c(c1)OCCO2	1%	-0.1%	-1%	-6%	-2	0	3	-3%	-7%	-3	1
CC1CN(C(=S)NC(=O)c2ccco2)CC(C)O1 (stereo not given)	-2%	-1.2%	-1%	-14%	1	-5	-27	-3%	-11%	14	-3
C=CCOc1c(CNc2ncn[nH]2)cccc1OC	1%	-0.8%	3%	4%	3	1	0	-3%	15%	2	2
Cc1ccc(OCC(=O)N(Cc2ccco2)C2CCS(=O)(=O)C2)cc1C (stereo not given)	·	-0.5%	-2%	-6%	0	4	-1	1%	·	-3	4
O=C(Nc1ccccc1OC(F)F)c1cc2c(s1)CCC2	2%	-0.5%	4%	20%	0	6	2	-5%	8%	-7	-9
O=C(Cn1cnc2ccccc21)N1CCc2ccccc21	-3%	-0.4%	1%	-25%	-1	5	-15	1%	1%	27	-6
O=C(c1cc(-c2ccc(O)cc2)on1)N1CCCC1	-3%	0.3%	-1%	17%	0	11	17	-11%	18%	7	-4
CC(C)CCCN1C(Nc2ccccc2)=NC[C@@H]1CC(C)C	·	-0.3%	0%	-1%	0	-1	-37	0%	30%[activator]	7	17
COC(=O)/C(C#N)=C/c1ccc(N2CCOCC2)c([N+](=O)[O-])c1	0%	-0.2%	-1%	·	2	-3	19	5%	-6%	7	-5
Cn1cc(CN2CCCC(C(=O)c3nccn3C)C2)c(-c2cccc(Cl)c2)n1 (stereo not given)	-2%	-0.7%	1%	2%	3	10	2	0%	40%	-7	20
Cc1ccccc1OCC(=O)OCC(=O)Nc1ccc(N2CCOCC2)cc1	14%	-0.2%	1%	6%	-2	19	-3	0%	7%	-3	-3
COc1cc(C2C3=C(CC(C)(C)CC3=O)OC3=C2C(=O)CC(C)(C)C3)cc([N+](=O)[O-])c1O	1%	0.0%	0%	-26%	1	3	0	-4%	-25%	-20	-8
O=C(CNCCO)NC12CC3CC(CC(C3)C1)C2	-1%	0.5%	-2%	10%	-2	0	-5	-7%	-9%	1	-5
COc1ccc(-c2nc3ccccc3o2)cc1NC(=O)c1ccc(Br)o1	2%	0.0%	-2%	1%	1	-4	-10	-6%	4%	18	-3
C=CCNC(=O)/C(C#N)=C/c1c(N2CCN(c3cccc(Cl)c3)CC2)nc2c(C)cccn2c1=O	-2%	0.0%	-1%	2%	0	-1	5	·	-22%	-16	-5
CCOc1ccc(C(=O)NCC(=O)OC2CCOC2=O)cc1OCC (stereo not given)	1%	-0.4%	0%	-5%	2	-2	-17	-1%	3%	-15	9
O=C(N/N=C/c1ccc(O)cc1)c1ccc(NC(=O)c2ccccc2Br)cc1	-2%	-0.3%	0%	?	2	-1	1	2%	18%	-4	-6
CCOC(=O)c1ccc(-n2c(C)nc3ccccc3c2=O)cc1	7%	0.6%	0%	-10%	2	1	18	15%	-8%	7	-3
O=C(COC(=O)CNC(=O)c1ccccc1Cl)Nc1ncc(C(F)(F)F)cc1Cl	-1%	0.0%	0%	-3%	-3	0	-3	-1%	-6%	0	-1
CCN=C1SC(CC(=O)Nc2ccc(N3CCOCC3)cc2)C(=O)N1CC (stereo not given)	-2%	0.3%	-1%	-6%	0	2	1	-7%	-1%	7	0
CC(=O)NC1C(Oc2ccccc2C)OC2COC(c3ccco3)OC2C1O (stereo not given)	0%	-0.6%	0%	-4%	-2	0	5	3%	-1%	6	3
C[C@H]1COC(=O)[C@H](CC(=O)OC(C)(C)C)C/C=C\C[C@@H](CC(=O)NCCO)C(=O)N1	·	-1.3%	0%	·	·	·	-12	·	·	-13	-4
Cc1cc(=O)n(C(C)(C)C)c(=O)n1Cc1ccccc1	6%	0.4%	-1%	-9%	0	11	32	·	?	0	·

More compounds.
SMILES	GALK inh	B2AR arrestin	USP2a block	Menin-MLL TR inh	Coupling enz	TRPV1 ag	KCNH2 3.1 block	PKM2 act	MLL CXXC-DNA inh	Giardia kill	KCNH2 WT inh
COc1cc(C(=O)Nc2sc3c(c2C(=O)O)CCC(C)C3)cc(OC)c1OC (stereo not given)	1%	0.0%	1%	?	10	1	2	·	?	-1	3
Cc1nn(-c2ccccc2)nc1C(=O)NN	·	0.2%	-1%	·	-4	6	-37	2%	-3%	0	1
O=C(CN1CCN(c2ccccn2)CC1)Nc1cccc(Cl)c1Cl	4%	-0.1%	0%	?	-1	21	-5	·	-1%	-4	-3
CCC(=O)c1ccc(OCC(=O)Nc2ccccc2N2CCCCC2)cc1	5%	-0.8%	1%	·	·	6	-1	2%	-4%	23	-4
Cc1nnnn1-c1ccc(CC(=O)O)cc1	6%	-0.4%	4%	16%	0	1	-7	-4%	-1%	-3	12
Cc1ccc(Nc2ncccc2C(N)=O)cc1[N+](=O)[O-]	·	-0.5%	1%	10%	0	1	4	-1%	10%	16	i
CC(C)NC(=S)N/N=C/c1sc(N2CCCCC2)nc1-c1cccs1	0%	-1.0%	1%	12%	-3	2	-5	-5%	15%	-20	-1
COC(=O)c1nc(NC(=O)C(C)C)n[nH]1	0%	0.0%	-2%	-4%	3	3	-18	8%	24%	8	-43
COc1ccc(C2(CNC(=O)c3ccccc3[N+](=O)[O-])CCOCC2)cc1	13%	-0.1%	2%	25%	8	0	-13	2%	-4%	-17	2
COc1ccc2oc(C(=O)N(CC(C)C)C3CCS(=O)(=O)C3)c(C)c2c1 (stereo not given)	·	-0.2%	3%	·	·	-2	-14	·	·	8	-4

Sorted by SMILES length (descending): part of the list above
SMILES	GALK inh	B2AR arrestin	USP2a block	Menin-MLL TR inh	Coupling enz	TRPV1 ag	KCNH2 3.1 block	PKM2 act	MLL CXXC-DNA inh	Giardia kill	KCNH2 WT inh
C[C@H]1COC(=O)[C@H](CC(=O)OC(C)(C)C)C/C=C\C[C@@H](CC(=O)NCCO)C(=O)N1	·	-1.3%	0%	·	·	·	-12	·	·	-13	-4
O=C(COC(=O)CNC(=O)c1ccccc1Cl)Nc1ncc(C(F)(F)F)cc1Cl	-1%	0.0%	0%	-3%	-3	0	-3	-1%	-6%	0	-1
COc1ccc2oc(C(=O)N(CC(C)C)C3CCS(=O)(=O)C3)c(C)c2c1 (stereo not given)	·	-0.2%	3%	·	·	-2	-14	·	·	8	-4
COc1cc(C(=O)Nc2sc3c(c2C(=O)O)CCC(C)C3)cc(OC)c1OC (stereo not given)	1%	0.0%	1%	?	10	1	2	·	?	-1	3
CCN=C1SC(CC(=O)Nc2ccc(N3CCOCC3)cc2)C(=O)N1CC (stereo not given)	-2%	0.3%	-1%	-6%	0	2	1	-7%	-1%	7	0
CC(=O)NC1C(Oc2ccccc2C)OC2COC(c3ccco3)OC2C1O (stereo not given)	0%	-0.6%	0%	-4%	-2	0	5	3%	-1%	6	3
CC(C)NC(=S)N/N=C/c1sc(N2CCCCC2)nc1-c1cccs1	0%	-1.0%	1%	12%	-3	2	-5	-5%	15%	-20	-1
O=C(CN1CCN(c2ccccn2)CC1)Nc1cccc(Cl)c1Cl	4%	-0.1%	0%	?	-1	21	-5	·	-1%	-4	-3
Cc1ccc(Nc2ncccc2C(N)=O)cc1[N+](=O)[O-]	·	-0.5%	1%	10%	0	1	4	-1%	10%	16	i
Cc1cc(=O)n(C(C)(C)C)c(=O)n1Cc1ccccc1	6%	0.4%	-1%	-9%	0	11	32	·	?	0	·
COC(=O)c1nc(NC(=O)C(C)C)n[nH]1	0%	0.0%	-2%	-4%	3	3	-18	8%	24%	8	-43
Cc1nnnn1-c1ccc(CC(=O)O)cc1	6%	-0.4%	4%	16%	0	1	-7	-4%	-1%	-3	12

Some of the compounds tested; count on the stated rates, not on these rows.
